Screening results deposited in PubChem BioAssay by several laboratories.
NadD inh = inhibitors of S. aureus NadD, primary screen, biochemical, colorimetric, uHTS; Nicotinate-nucleotide adenylyltransferase NadD (Staphylococcus aureus N315); purified NadD enzyme, colorimetric absorbance read-out; inhibition, % at 20 µM; 0.78% of 360,000 active; in the data active = inhibition above about 26%; also: some compounds past the cut are filed as inactive
Neddylation inh = inhibitors of cullin neddylation, primary screen, biochemical, TR-FRET, uHTS, NAE and Ubc12. 0.58% of 360,000 active. NEDD8-conjugating enzyme Ubc12 (Homo sapiens) + NEDD8-activating enzyme E1 regulatory …. AID 651699, 2012. calls only at 25 µM; in the data active = inhibition above about 36%
CSN inh = inhibitors of CSN-mediated cullin deneddylation, primary screen, biochemical, fluorescence polarization, uHTS | 0.38% of 360,000 active | Purified CSN, SCF-Nedd8-OG deneddylation | inhibition, % at 12.5 µM | AID 651999, 2013 | COP9 signalosome complex subunit 5 (Homo sapiens), Q92905;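 active = pattern-corrected inhibition above about 35%, with an unprinted fluorescence ratio check between 0.5 and 1.5, limit read from the data, passing the limit was not always enough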;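 also: 0% = enzyme with substrate and 100% = substrate without enzyme; some results filed as inactive read as strong as hits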
Target sequence (Q92905 whole entry, looked up, one chain of several): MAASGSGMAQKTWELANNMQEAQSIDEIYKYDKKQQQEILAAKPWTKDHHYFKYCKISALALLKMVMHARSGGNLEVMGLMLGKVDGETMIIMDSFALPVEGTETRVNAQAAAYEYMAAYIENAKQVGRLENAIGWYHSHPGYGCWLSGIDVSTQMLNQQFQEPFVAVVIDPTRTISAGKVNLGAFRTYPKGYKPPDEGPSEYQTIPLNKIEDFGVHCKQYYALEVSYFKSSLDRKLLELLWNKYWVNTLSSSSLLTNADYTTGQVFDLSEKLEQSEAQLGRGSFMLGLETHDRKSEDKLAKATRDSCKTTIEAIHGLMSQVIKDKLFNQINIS
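Schedule: reaction 90 min, room temperature / Assay system: HEK293T-derived human Csn5 enzyme / Input: Csn5 at 0.24 nM final / Measure: inhibition of Csn5 cleavage, % / Control set: substrate-only high control, full reaction low control / Technique: fluorescence polarization of the substrate / Buffer or medium: Tris/NaCl/DTT buffer, pH 7.5 / Reagent: SCFSkp2-Nedd8OG substrate at 10 nM final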
Rin1-Abl PPI inh = inhibitors of Rin1-Abl protein binding, primary screen, biochemical, TR-FRET | Tyrosine-protein kinase ABL1 (Homo sapiens) + Ras and Rab interactor 1 (Homo sapiens), … | inhibition, % at 7.35 µM | 0.4% of 360,000 active | AID 588664, 2011; in the data active = inhibition above about 5%, passing the limit was not always enough
MT1-MMP act inh = blockers of MT1-MMP proenzyme processing, primary screen, HT1080 RFP-PRO-GFP cells, GFP/RFP fluorescence; Matrix metalloproteinase-14 (Homo sapiens), P50281; GFP/RFP ratio fluorescence, overnight; percent of plate control window, DMSO zero; GFP/RFP ratio change, % at 20 µM; 0.061% of 360,000 active;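 active = GFP/RFP ratio change of at least 30% with cell ATP level not reduced by more than half and red fluorescence within 50% of control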; also: strong numbers were not always called active
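Assay system – RFP-PRO-GFP reporter HT1080 cells · Compound dosing – single dose of 20 µM compound, 1% DMSO final · Incubation – overnight compound exposure at 37 °C · Measure – GFP/RFP fluorescence ratio · Benchmarks – DMSO wells and RFP-L50D-GFP cells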
PABP1 MLLE inh = inhibitors of PABP1 MLLE–PAM2 peptide binding, primary screen, biochemical, fluorescence polarization, FITC-PAM2, GST-MLLE; inhibition, % at 20 µM; 0.36% of 360,000 active; in the data active = inhibition above about 35%, passing the limit was not always enough;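 also: plate controls were DMSO wells with GST-MLLE for no effect and wells lacking GST-MLLE protein for full effect; some results filed as inactive read as strong as hits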
FAS-TE inh = FAS thioesterase domain inhibitors, primary screen, biochemical, fluorescence intensity, uHTS | Fatty acid synthase (Homo sapiens), P49327 | recombinant FAS-TE, OMFH fluorogenic substrate, fluorescence endpoint | inhibition, % at 15 µM | 0.67% of 360,000 active;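 active = compounds whose normalised, plate-corrected inhibition of enzyme fluorescence in the single-dose primary screen is 50% or more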;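 also: 0% = DMSO with enzyme and 100% = substrate without enzyme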
SKN-1 block = suppressors of acrylamide-induced Pgst-4::GFP reporter in worms, primary screen, SKN-1 inhibitor project, whole organism, uHTS, GFP/RFP fluorescence ratio, strain VP596. C. elegans VP596 Pgst-4::GFP/RFP ratio, 24 h. inhibition, % at 21.8 µM. 0.49% of 360,000 active;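 active = interference check ratio from 0.5 to 1.5 plus GFP to RFP signal ratio inhibition reaching or exceeding a fixed threshold, cut at about 30% in these data, passing the limit was not always enough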; also: some compounds called inactive have numbers as strong as hits
Rpn11 block = Rpn11 (PSMD14) deubiquitinase inhibitors, primary screen, biochemical, fluorescence polarization, uHTS | 0.59% of 360,000 active | calls only at 20 µM | 26S proteasome non-ATPase regulatory subunit 14 (Homo sapiens), O00487 | human 26S proteasome, Ub4-pepOG fluorescence polarization; 20S core pre-blocked with epoxomicin;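 active = inhibition at 20 µM, scaled to each plate's controls, above about 33%, limit read from the data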
Target sequence (O00487 whole entry, looked up): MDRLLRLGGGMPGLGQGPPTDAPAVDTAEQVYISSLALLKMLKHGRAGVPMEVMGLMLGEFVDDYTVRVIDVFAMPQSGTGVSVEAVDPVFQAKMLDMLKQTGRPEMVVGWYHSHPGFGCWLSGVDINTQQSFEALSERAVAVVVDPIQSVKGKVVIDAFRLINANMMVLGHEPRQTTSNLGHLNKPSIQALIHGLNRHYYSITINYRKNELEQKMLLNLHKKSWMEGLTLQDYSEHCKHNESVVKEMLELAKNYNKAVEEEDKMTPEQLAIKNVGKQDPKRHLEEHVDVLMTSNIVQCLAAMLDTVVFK
An asterisk follows results filed as active; i = inactive; . = not tested or not shown.

Order of values – NadD inh	Neddylation inh	CSN inh	Rin1-Abl PPI inh	MT1-MMP act inh	PABP1 MLLE inh	FAS-TE inh	SKN-1 block	Rpn11 block
1) O=C(CSc1nc2cc(C(=O)O)ccc2c(=O)n1-c1ccc(F)cc1)Nc1ccc(F)c(F)c1F
  1	i	4	3	2	1	4	0	i
2) CCCCN(C(=O)CSc1nnc(-c2ccc(Cl)cc2)o1)c1c(N)n(CC(C)C)c(=O)[nH]c1=O
  4	i	5	4	-5	-100	-16	-20	i
3) O=S(=O)(N/N=C/c1ccc2c(c1)OCCO2)c1ccc(Cl)cc1
  2	i	-4	0	-7	-51	1	3	i
4) O=C(N/N=C/c1ccc(F)cc1)c1c(O)c2ccccc2[nH]c1=O
  9	i	-3	-2	-28	5	-7	-6	i
5) O=C(NCCCNCc1ccccc1)c1ccncc1
  2	i	-3	3	1	5	-4	4	i
6) O=C(O)CCC(=O)NNc1nc(-c2ccccc2)c2cc(Cl)ccc2n1
  -4	i	1	-1	0	4	-5	-5	i
7) O=C(c1ccc(S(=O)(=O)N2CCC(c3nc4ccccc4s3)CC2)cc1)N1CCOCC1
  -1	i	2	2	4	-2	6	19	i
8) O=C1C2CCCN2C(c2ccccc2F)N1c1ccc(Cl)cc1 (stereo not given)
  -7	i	4	0	0	-4	-3	-19	i
9) Cc1csc2c(SCC(=O)NNS(=O)(=O)c3cccc(C(F)(F)F)c3)ncnc12
  -4	i	-1	-5	-1	-13	0	1	i
10) COc1cc(O)cc(O)c1C(=O)/C=C/c1ccccc1
  -7	i	5	-5	-7	-16	-1	3	i
11) OC(CNCCCCNCC(O)C(F)(F)F)C(F)(F)F (stereo not given)
  0	i	-1	4	0	-5	-9	-4	i
12) COCCn1c(-c2ccc(C)cc2)nc2c(c(=O)c3ccccc3n2C)c1=O
  6	i	3	-1	2	20	-2	7	i
13) COc1ccc(NC(=O)CNC(=O)c2nn(-c3ccc(OC)cc3OC)c(=O)c3ccccc23)c(OC)c1
  0	i	3	2	-1	-12	10	3	i
14) COc1ccccc1C(=O)NC(=O)COc1cc(Cl)ccc1Cl
  -8	i	-6	2	-4	-1	7	-8	i
15) CCCCOc1nc2ccccc2nc1C(C#N)S(=O)(=O)c1ccccc1 (stereo not given)
  5	i	1	0	0	0	5	5	i
16) COc1ccc(Nc2ncccc2C(=O)Nc2ccccc2)cc1
  -1	i	2	-6	-8	10	10	2	i
17) CC1CC/C(=C\c2ccc3c(c2)OCO3)C(=O)/C1=C/c1ccc2c(c1)OCO2 (stereo not given)
  -2	i	10	-1	-9	-33	17	0	i
18) CC(=O)NC(CCS(C)(=O)=O)C(=O)Nc1ccccc1C (stereo not given)
  -3	i	-4	0	3	1	-10	19	i
19) Cc1cccc(NC(=O)N(Cc2nc3ccccc3c(=O)[nH]2)C2CCCC2)c1
  -3	i	-3	-3	1	-8	0	9	i
20) Cc1cccc(OCCN2C(=O)c3ccccc3C2=O)c1
  -17	i	0	3	-4	-5	9	-13	i
21) NC(=O)C1(N2CCCCC2)CCN(Cc2ccccc2Cl)CC1
  3	i	6	-1	4	-2	-9	-2	i
22) COc1ccc(OC)c(S(=O)(=O)NC2CCN(Cc3ccccc3)CC2)c1
  4	i	-1	0	-2	-1	-5	-4	i
23) OC(CN1C2=NCCCN2c2ccccc21)c1ccc(Cl)cc1 (stereo not given)
  -3	i	1	2	-3	-1	-3	8	i
24) O=C(O)c1cc(S(=O)(=O)N2CCCCC2)sc1Cl
  1	i	0	-1	2	1	-7	7	i
25) Cc1cc(C)nc(SCC(=O)Nc2ccc(S(=O)(=O)Nc3cc(C)on3)cc2)n1
  -2	i	-3	-4	-5	-10	-3	6	i
26) Cc1ccc2c(c1)C(c1ccc(N3CCOCC3)cc1)=NNC(c1cccs1)=N2
  8	i	-1	-4	4	-24	19	-6	i
27) COc1cc2c(cc1NC(=O)C(Cl)Cl)-c1ccc(NC(=O)C(Cl)Cl)cc1C2
  16	i	-2	-6	-15	10	2	2	i
28) C(=C\c1ccccn1)/c1ccccn1
  5	i	-1	-1	0	13	-5	16	i
29) CC(C)Oc1cccc(C(=O)NC(=S)Nc2ccc3c4c(cccc24)CC3)c1
  2	i	7	1	-28	45	14	-9	.
30) O=C(Nc1nnc(C2CC2)s1)c1cccc(S(=O)(=O)N2CCc3ccccc32)c1
  3	i	0	2	-1	-2	-1	-2	i

From no. 21 as far as 22, as listed above:
Order of values – NadD inh	Neddylation inh	CSN inh	Rin1-Abl PPI inh	MT1-MMP act inh	PABP1 MLLE inh	FAS-TE inh	SKN-1 block	Rpn11 block
21) NC(=O)C1(N2CCCCC2)CCN(Cc2ccccc2Cl)CC1
  3	i	6	-1	4	-2	-9	-2	i
22) COc1ccc(OC)c(S(=O)(=O)NC2CCN(Cc3ccccc3)CC2)c1
  4	i	-1	0	-2	-1	-5	-4	i

New compounds follow:
Order of values – NadD inh	Neddylation inh	CSN inh	Rin1-Abl PPI inh	MT1-MMP act inh	PABP1 MLLE inh	FAS-TE inh	SKN-1 block	Rpn11 block
31) COc1cccc(CN2CCC2(C)C(=O)Nc2cccc3cccnc23)c1OC (stereo not given)
  5	i	-6	-3	-1	-7	28	4	i
32) CC(=O)Nc1ccc(Oc2ncccn2)cc1
  1	i	-4	1	3	2	-1	-35	i
33) N#Cc1ccc(CN2CCN(C(=O)C3CC(=O)N(c4ccc5c(c4)OCCO5)C3)CC2)cc1 (stereo not given)
  3	i	-3	5	-1	7	-5	7	i
34) O=C(COc1cccc(NC(=O)c2ccco2)c1)c1ccc(F)cc1
  -6	i	1	0	-2	-8	3	32	i
35) Cc1cc2cc(CNC(=O)c3ccc(S(=O)(=O)N(C)C)cc3)ccc2n1C
  8	i	-5	-23	32	50*	-7	45*	i
36) O=C(O)C1C(c2ccccc2)C(C(=O)Oc2ccccc2)C1c1ccccc1 (stereo not given)
  -2	i	6	-4	5	1	-8	8	i
37) CCOc1ccc(N(C(=O)CNC(=O)c2cccs2)C(C(=O)NCC2CCCO2)c2ccc(OC)c(OC)c2)cc1 (stereo not given)
  1	i	-14	3	-3	12	-4	0	i
38) COC(=O)c1nc(NC(=O)c2ccccc2)n[nH]1
  4	i	3	1	3	16	25	14	i
39) C[C@H](NC(=O)c1ccccc1)C(=O)OCC(=O)Nc1sccc1C(N)=O
  3	i	1	0	1	-5	-5	10	i
40) O=C(NNc1ccccc1[N+](=O)[O-])Nc1ccc(F)cc1
  2	i	-2	0	6	6	-8	6	i
41) O=c1cc(C(O)C[N+](=O)[O-])occ1OCc1ccccc1 (stereo not given)
  4	i	9	0	-7	-33	-6	0	i
42) CCN(CC)C(=O)C1CCCN(C(=O)c2cc(COc3cccc(OC)c3)on2)C1 (stereo not given)
  -4	i	2	8	2	-4	-3	11	i
43) CC(=O)Nc1ccc(C(=O)OCc2ccc(Cl)c(Cl)c2)cc1
  -14	i	-6	-2	3	-4	24	4	i
44) C[C@H](CO)N1C[C@H](C)[C@H](CN(C)C(=O)c2ccccn2)Oc2cc(C#Cc3ccc(F)cc3)ccc2S1(=O)=O
  -2	i	0	-2	-2	-5	6	-7	i
45) CCc1nnc(NC(=O)CSc2nnc3c(C)cc4c(C)ccc(C)c4n23)s1
  4	i	0	-1	-11	14	-8	0	i
46) C/C(=N\NC(=O)c1ccccc1F)c1cccc(NC(=O)c2ccc(C)cc2)c1
  1	i	-6	-5	6	-2	5	-3	i
47) O=C(O)CC(Cc1ccc(Cl)cc1)C(=O)Nc1cc(Cl)ccc1Cl (stereo not given)
  4	i	4	-1	-1	-7	19	-19	i
48) CC1CCCC(NC(=O)COC(=O)c2ccc(N(C)C)cc2)C1C (stereo not given)
  -1	i	3	1	2	1	5	23	i
49) O=C1C=CC(c2ccccc2)(c2ccccc2)CC1
  -1	i	3	2	-4	0	8	0	i
50) COC(=O)[C@@]12CCCCN1[C@H](c1ccc(-c3ccc(OC)cc3)cc1)[C@H]1C(=O)N(C)C(=O)[C@H]12
  -8	i	-6	2	0	-5	32	12	i
51) NC(=O)COC(=O)CSc1cccc2cccc(Cl)c12
  -5	i	0	-6	2	-8	-2	-4	i
52) Cc1cc(F)ccc1S(=O)(=O)N1CCCOC1CNC(=O)C(=O)NCCN1CCOCC1 (stereo not given)
  -2	i	0	5	-4	7	-2	3	i
53) CC1(C(=O)NS(=O)(=O)c2cccc(F)c2)CCN1C(=O)C1CCCCC1 (stereo not given)
  0	i	4	-2	0	2	-10	14	i
54) CN1C(C(=O)NCc2cccc(C(F)(F)F)c2)CC2Cn3c(nc4cc(Cl)c(Cl)cc43)C21 (stereo not given)
  -11	i	-1	2	7	9	48	-1	i
55) Cc1ccc(OCC(=O)Nc2ccccc2F)cc1C
  -6	i	1	0	3	17	6	12	i
56) Cc1ccc(NC(=O)CCCNC(=O)c2ccc(Cl)cc2)cc1S(=O)(=O)N1CCCCC1
  -7	i	1	1	-2	-14	7	5	i
57) CCOC(=O)Nc1ccc(S(=O)(=O)N2CCC(C)CC2)cc1
  -8	i	1	-1	-3	3	2	2	i
58) CCC(=O)Nc1ccc2nc(C3CC3)n(Cc3ccc(C(C)(C)C)cc3)c(=O)c2c1
  8	i	-3	-2	-6	-8	0	11	i
59) Cc1ccsc1C1C2=C(CCCC2=O)Nc2ncnn21 (stereo not given)
  5	i	23	-4	-6	-1	-3	-23	i
60) COc1cccc(CN2CCC(n3nccc3NC(=O)CCCc3ccccc3)CC2)c1O
  -14	i	6	1	2	-7	-3	-2	i
